HTRA1 inh: HTRA1 serine protease inhibitors, primary screen, biochemical, fluorescence polarization, HTS; recombinant HTRA1, FP-rhodamine activity-based probe; inhibition, % at 5.96 µM; AID 504803, 2011; Q92743; 340,000 tested, 0.5% active; in the data active = inhibition above about 36%;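 also: 0% = enzyme with DMSO and 100% = wells lacking enzyme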
Target sequence (Q92743 whole entry, looked up): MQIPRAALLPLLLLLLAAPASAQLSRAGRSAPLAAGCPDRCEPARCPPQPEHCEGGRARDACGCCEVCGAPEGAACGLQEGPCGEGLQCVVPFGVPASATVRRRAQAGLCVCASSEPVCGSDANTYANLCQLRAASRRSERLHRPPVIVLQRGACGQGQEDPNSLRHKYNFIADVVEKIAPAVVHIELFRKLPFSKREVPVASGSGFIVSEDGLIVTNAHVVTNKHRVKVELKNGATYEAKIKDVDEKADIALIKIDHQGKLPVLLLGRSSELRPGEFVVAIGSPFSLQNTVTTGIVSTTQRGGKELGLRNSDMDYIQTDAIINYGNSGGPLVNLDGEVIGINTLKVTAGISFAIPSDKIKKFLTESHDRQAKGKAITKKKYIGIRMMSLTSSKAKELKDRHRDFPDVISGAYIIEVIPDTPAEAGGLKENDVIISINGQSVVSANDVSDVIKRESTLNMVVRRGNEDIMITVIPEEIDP
mABHD4 FP: ABHD4 inhibitors, primary screen, biochemical, fluorescence polarization, mouse; (Lyso)-N-acylphosphatidylethanolamine lipase (Mus musculus), Q8VD66; purified mABHD4, FP-Rh probe fluorescence polarization; inhibition, % at 8.92 µM; 370,000 tested, 0.54% active;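 active = inhibition exceeding the mean over every tested compound plus 3 SD, cut at about 30% in these data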;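 also: 0% = plate median of compound wells and 100% = S159A mutant with DMSO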
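Assay system: Wild-type mouse ABHD4 protein | Medium: HEPES pH 7.0 buffer, 150 mM NaCl, 0.01% Pluronic F-127 | Incubation: Enzyme–compound pre-incubation 45 min, then probe 60 min, both 25 °C | Technique: Fluorescence polarization with parallel and perpendicular emission, 525/598 nm | Evaluation: % inhibition of FP-Rh probe binding versus controls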
SIAE primary: human SIAE inhibitors, primary screen, biochemical, fluorescence polarization, FP-Rh probe, 1536-well HTS. Sialate O-acetylesterase (Homo sapiens), Q9HAT2. SIAE FP-Rh probe binding. inhibition, % at 9.66 µM. 370,000 tested, 0.69% active. AID 1053197, 2014;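 active = inhibition above a cutoff: mean of compounds within the control limits plus 3 SD of those, cut at about 17% in these data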;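 also: 0% = plate median of compound wells and 100% = probe without SIAE protein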
TDP2 absorb: human TDP2 enzyme inhibitors, primary screen, biochemical, epi absorbance, recombinant enzyme; Tyrosyl-DNA phosphodiesterase 2 (Homo sapiens), O95551; inhibition, % at 12.8 µM; 370,000 tested, 0.34% active; T5PNP hydrolysis, p-nitrophenol absorbance 415 nm; AID 720702, 2013;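 active = inhibition above the mean of all tested compounds plus 3 SD, set per campaign, cut at about 25% in these data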;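 also: 0% = DMSO with enzyme and 100% = buffer with substrate but no TDP2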
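Evaluation: % inhibition relative to enzyme-containing and enzyme-free wells. Material: recombinant human TDP2. Benchmarks: enzyme-free and DMSO wells. Timing: enzyme reaction with compound for 2 h at 37 °C. Compound dosing: 12.8 µM only. Measured by: p-Nitrophenol epi absorbance. Reagent: T5PNP substrate at 5 mM, a TopII-DNA adduct mimic. Replication: single well per compound.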
rCAG binder: binders of r(CAG) RNA repeats, primary screen, biochemical, fluorescence; AID 651821, 2012; r(CAG) RNA repeat, TO-PRO-1 dye displacement fluorescence; 370,000 tested, 1.3% active; inhibition, % at 3 µM;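 active = inhibition above the plate cutoff, the mean of all test compounds on that plate plus 3 SD, cut at about 35% in these data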;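 also: 0% = DMSO alone and 100% = 100 µM mitoxantrone as full dye displacement; higher means more dye released from RNA so lower well fluorescence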
MBD2 inh: inhibitors of MBD2 binding to methylated DNA, primary screen, biochemical, TR-FRET, DNA-binding domain, human | inhibition, % at 4.4 µM | 370,000 tested, 0.31% active | AID 686964, 2013 | MBD2 binding to methylated oligonucleotide | Methyl-CpG-binding domain protein 2 (Homo sapiens), Q9UBB5; in the data active = inhibition above about 13%
Target sequence (Q9UBB5 whole entry, looked up, the tested form may be a part): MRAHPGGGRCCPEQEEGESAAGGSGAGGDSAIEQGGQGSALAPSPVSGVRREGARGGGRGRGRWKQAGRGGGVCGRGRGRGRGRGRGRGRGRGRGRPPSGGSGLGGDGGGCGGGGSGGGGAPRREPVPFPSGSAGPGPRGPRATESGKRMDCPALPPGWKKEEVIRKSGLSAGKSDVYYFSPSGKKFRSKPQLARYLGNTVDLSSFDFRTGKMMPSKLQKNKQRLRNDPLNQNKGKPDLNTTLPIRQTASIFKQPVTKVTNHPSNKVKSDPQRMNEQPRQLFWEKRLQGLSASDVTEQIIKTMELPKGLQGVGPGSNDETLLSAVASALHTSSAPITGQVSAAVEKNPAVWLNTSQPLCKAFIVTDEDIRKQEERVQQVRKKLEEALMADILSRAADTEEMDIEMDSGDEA
PRMT1 FP inh: PRMT1 methyltransferase inhibitors, primary screen, biochemical, fluorescence polarization. Protein arginine N-methyltransferase 1 (Homo sapiens), Q99873. 370,000 tested, 1.3% active. AID 652257, 2013. recombinant PRMT1, activity-based probe fluorescence polarization. inhibition, % at 2.79 µM;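 active = inhibition above about 21% made by adding two undisclosed values, limit read from the data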
GC-B act: human GC-B receptor activators, primary screen, HEK293 GC-B cells, cGMP TR-FRET, EC30 CNP. Atrial natriuretic peptide receptor 2 (Homo sapiens), P20594. 0% at EC30 CNP, 100% saturating CNP. activation, % at 10 µM. 370,000 tested, 0.11% active;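 active = activation at 10 µM reaching about 35% in either raw or pattern-adjusted values, limit read from the data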
TCR-CD3 inh: inhibitors of human TCR-CD3 interaction, primary screen, biochemical, fluorescence, TAMRA-labeled TCR probe; T-cell receptor (TCR); AID 651800, 2012; 360,000 tested, 0.37% active; inhibition, % at 9.4 µM; in the data active = inhibition above about 19%;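 also: recombinant mutant TCR 2C K166C tagged with TAMRA read by polarization; 0% = receptor in buffer alone and 100% = receptor with positive control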
LEDGF integ inh: blockers of LEDGF/p75-dependent integrase strand transfer – biochemical, TR-FRET, high throughput, primary screen; HIV-1 integrase (with human LEDGF/p75); TR-FRET IN-LEDGF/p75 DNA integration, Eu/Cy5; inhibition, % at 3.7 µM; 370,000 tested, 0.64% active; AID 743269, 2014;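 active = inhibition above the screen-wide mean plus 3 SD, cut at about 13% in these data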;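 also: signal is the Cy5 over europium emission ratio at 671 and 618 nm; 0% = plate median of compound wells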
An asterisk follows results filed as active; . = no result given.

[1] Cc1ccc(CCNC(=O)C2CCC(CNc3c(N4CCCC4)c(=O)c3=O)CC2)cc1 (stereo not given)
[2] CCOC(=O)[C@]12CCCC=C1N(CCCOC)C(=O)[C@@H]2CC(=O)NCC12CC3CC(CC(C3)C1)C2
[3] COc1cc2c(C#N)c(N3CCOCC3)nc(N)c2c(N)n1
[4] CCC(C)C(NC(=O)C1CCC(C)CC1)C(=O)Nc1cc(OC)ccc1OC (stereo not given)
[5] O=C(Nc1nnc(SCC(=O)N2CCCCC2)s1)c1c(F)cccc1F
[6] CCCCc1c(O)nc(SCC(=O)N2CCCCC2)n(-c2ccccc2C)c1=O
[7] CC1CCCN(C(=O)N2c3ccccc3Sc3ccccc32)C1 (stereo not given)
[8] CC1CC(C)CN(S(=O)(=O)c2cc3c(cc2Cl)NC(=O)CO3)C1 (stereo not given)
[9] CCn1cc(CNC(=O)c2ccc(C)s2)cn1
[10] Cc1ccc(S(=O)(=O)N2CCC(C(=O)OCc3c(C)noc3C)CC2)cc1C

Screen / compound no. | 1 | 2 | 3 | 4 | 5 | 6 | 7 | 8 | 9 | 10
HTRA1 inh | 9 | . | 0 | 24 | 5 | 7 | -7 | -4 | 4 | 0
mABHD4 FP | 3 | 2 | 3 | 4 | -2 | 0 | 8 | -1 | -2 | 6
SIAE primary | 3 | 6 | 2 | 8 | 2 | 1 | 7 | -3 | -2 | 7
TDP2 absorb | 1 | 0 | -4 | -1 | 10 | -14 | -8 | 2 | 4 | 1
rCAG binder | 0 | -1 | 2 | -7 | 3 | 1 | -5 | 4 | 0 | -6
MBD2 inh | 1 | -5 | -1 | -4 | 33* | -3 | -8 | 0 | -2 | 8
PRMT1 FP inh | 1 | -4 | 6 | -1 | -3 | 8 | 3 | 2 | -3 | 6
GC-B act | 2 | 6 | 6 | -3 | -4 | 4 | -5 | 2 | 3 | 6
TCR-CD3 inh | 2 | . | -9 | -9 | 4 | 7 | -1 | 4 | -4 | 3
LEDGF integ inh | -2 | 3 | 2 | 3 | 0 | -3 | 3 | 0 | 0 | -1

[11] CCC1Sc2ccc(S(=O)(=O)N3CCN(c4ccccc4)CC3)cc2NC1=O (stereo not given)
[12] Cc1ccc(N2C(=O)CC(Sc3nc(-c4ccccc4)c4cc(Cl)ccc4n3)C2=O)c(C)c1 (stereo not given)
[13] CC1CC(=O)N(CC(=O)NCc2ccco2)c2ccccc2S1 (stereo not given)
[14] COc1cccc(C(C#N)N2CCOCC2)c1 (stereo not given)
[15] Cc1ccc(NC(=O)CNC(=O)N2CC(=O)Nc3ccccc32)cc1F
[16] CCc1cc(C(=O)NNC(=S)NC2CCCCC2)cs1
[17] O=C(N/N=C/c1ccc2c(c1)OCO2)c1ccc(NC(=O)c2ccccc2Cl)cc1
[18] O=C1N(c2ccccc2)C(c2ccccc2)C12CCCCC2 (stereo not given)
[19] ONC(=Nc1ccccc1)C(=Nc1ccccc1)NO
[20] COc1ccc(C2SCC(=O)N2c2c(C)n(C)n(-c3ccccc3)c2=O)c(OC)c1 (stereo not given)

Screen / compound no. | 11 | 12 | 13 | 14 | 15 | 16 | 17 | 18 | 19 | 20
HTRA1 inh | -3 | 4 | 0 | 0 | -6 | 2 | -31 | -5 | 1 | 4
mABHD4 FP | -3 | 5 | -1 | 0 | 7 | 11 | -22 | 3 | -1 | 7
SIAE primary | 3 | 2 | 2 | -4 | 5 | 9 | -10 | -5 | 3 | -1
TDP2 absorb | 3 | 11 | 7 | -1 | 9 | -10 | 2 | -2 | 6 | 0
rCAG binder | 1 | 0 | 0 | 0 | -3 | 4 | 8 | 1 | 1 | -5
MBD2 inh | 1 | 4 | 2 | 0 | 2 | 0 | -8 | 2 | 7 | 6
PRMT1 FP inh | 1 | -3 | 2 | -4 | 3 | 2 | 4 | 1 | -2 | 2
GC-B act | -6 | -3 | -3 | -2 | -5 | 8 | 3 | -9 | 3 | -3
TCR-CD3 inh | -4 | 2 | -3 | 2 | -6 | 2 | -3 | 3 | 9 | 4
LEDGF integ inh | 1 | 0 | -3 | -2 | 0 | -3 | 3 | -3 | -2 | -1

[21] Cc1cccc(NC(=O)C2CCN(S(=O)(=O)c3c(C)c(C)cc(C)c3C)CC2)n1
[22] CCN1C(=O)[C@H]2[C@@H](c3ccc(-c4ccccc4)cc3)N[C@@](CC(C)C)(C(=O)OC)[C@H]2C1=O
[23] N/C(Cc1cccs1)=N\OC(=O)COc1ccc(Cl)cc1Cl
[24] Cc1cc(C)c(S(=O)(=O)N2CCCCC2)c(C)c1N(C)S(=O)(=O)c1ccccc1
[25] O=C(Nc1ccccc1N1CCOCC1)c1cccs1
[26] Cc1ccc(-c2nn(-c3ccccc3)cc2CC(=S)N2CCOCC2)cc1
[27] O=C(Cn1cc2c(n1)CCCC2)NCCCN1CCCC1
[28] COc1ccccc1NC(=O)CSc1nnc(-c2ccco2)n1Cc1ccco1
[29] O=C1Nc2ccccc2N=C(c2ccc3c(c2)OCO3)C1N(CCc1ccccc1)C(=O)CSc1ncccn1 (stereo not given)
[30] CC(=O)c1c(O)ccc2c(-c3ccccc3)cc(=O)oc12

Screen / compound no. | 21 | 22 | 23 | 24 | 25 | 26 | 27 | 28 | 29 | 30
HTRA1 inh | -33 | -8 | -23 | -32 | -4 | -39 | 4 | -15 | . | 2
mABHD4 FP | 6 | -8 | -17 | -8 | 2 | -3 | 3 | 0 | 11 | 6
SIAE primary | -8 | -6 | 2 | -2 | 7 | 0 | -2 | -7 | -4 | 3
TDP2 absorb | 2 | -3 | 8 | -2 | 3 | -4 | -4 | 3 | -1 | 2
rCAG binder | -5 | 1 | -3 | -2 | -4 | -3 | 2 | 3 | 11 | 1
MBD2 inh | 4 | -3 | -5 | 2 | 0 | 4 | -3 | 0 | -1 | -4
PRMT1 FP inh | 2 | -1 | -3 | -1 | -3 | 2 | -5 | 5 | 13 | 1
GC-B act | 4 | -1 | 3 | 1 | -1 | -7 | -1 | -6 | -9 | -6
TCR-CD3 inh | -7 | 6 | 0 | 1 | 5 | -8 | 1 | 1 | 1 | -4
LEDGF integ inh | 0 | 0 | 1 | 2 | 2 | 0 | 1 | 0 | -1 | 4

[31] CS(=O)(=O)N1CCN(C(=O)CSc2ccccc2)CC1
[32] Cc1ccc(C(=O)COC(=O)CNC(=O)Cc2ccccc2)cc1
[33] COC(=O)c1cc(S(=O)(=O)NCC2CCN(Cc3ccc(C)cc3)CC2)cn1C
[34] COC(=O)c1cc(OC)c(OC)cc1NC(=O)c1ccc(Br)o1
[35] Cc1ccc(-c2cc(C(=O)NCCCn3ccnc3)c3ccccc3n2)s1
[36] O=C(NC(=S)Nc1ccc(CN2CCOCC2)cc1)c1cccc(F)c1
[37] COc1ccc(NC(=O)c2ccccc2SC)cc1
[38] Cc1ccc(Cl)cc1NC(=O)C1CCCN(c2cnccn2)C1 (stereo not given)
[39] C=CCOc1cccc(C2C(C(=O)c3ccco3)=C(O)C(=O)N2Cc2cccnc2)c1 (stereo not given)
[40] CCC[N+](CC#Cc1ccccc1)(CCC)CC(=O)c1ccc(Cl)cc1

Screen / compound no. | 31 | 32 | 33 | 34 | 35 | 36 | 37 | 38 | 39 | 40
HTRA1 inh | -6 | -4 | 1 | -4 | -1 | 2 | 1 | 5 | 6 | -1
mABHD4 FP | -3 | 3 | 0 | 2 | 0 | 1 | -1 | -3 | -5 | -1
SIAE primary | -3 | 2 | -7 | -2 | 2 | -6 | 3 | -4 | 4 | -4
TDP2 absorb | -11 | -3 | -2 | -1 | -9 | -2 | 0 | -4 | 16 | 6
rCAG binder | 1 | -6 | -5 | 1 | -2 | -7 | 3 | 2 | 2 | -3
MBD2 inh | 2 | 2 | 1 | 10 | -1 | 2 | -1 | 2 | -7 | 7
PRMT1 FP inh | -2 | 0 | 0 | 6 | 0 | 4 | 0 | -2 | -2 | 6
GC-B act | 6 | -2 | -2 | -6 | -5 | 0 | 0 | -4 | -1 | 4
TCR-CD3 inh | -13 | 3 | -2 | 4 | 10 | -7 | -2 | 12 | 9 | 0
LEDGF integ inh | 5 | -6 | -1 | 2 | 2 | 0 | 3 | 2 | 1 | 1

Part of the list above, with bars between the fields.
entry | Structure | HTRA1 inh | mABHD4 FP | SIAE primary | TDP2 absorb | rCAG binder | MBD2 inh | PRMT1 FP inh | GC-B act | TCR-CD3 inh | LEDGF integ inh
35 | Cc1ccc(-c2cc(C(=O)NCCCn3ccnc3)c3ccccc3n2)s1 | -1 | 0 | 2 | -9 | -2 | -1 | 0 | -5 | 10 | 2
36 | O=C(NC(=S)Nc1ccc(CN2CCOCC2)cc1)c1cccc(F)c1 | 2 | 1 | -6 | -2 | -7 | 2 | 4 | 0 | -7 | 0
37 | COc1ccc(NC(=O)c2ccccc2SC)cc1 | 1 | -1 | 3 | 0 | 3 | -1 | 0 | 0 | -2 | 3
38 | Cc1ccc(Cl)cc1NC(=O)C1CCCN(c2cnccn2)C1 (stereo not given) | 5 | -3 | -4 | -4 | 2 | 2 | -2 | -4 | 12 | 2
39 | C=CCOc1cccc(C2C(C(=O)c3ccco3)=C(O)C(=O)N2Cc2cccnc2)c1 (stereo not given) | 6 | -5 | 4 | 16 | 2 | -7 | -2 | -1 | 9 | 1

The list continues:
[41] O=[N+]([O-])c1ccc(SNc2ccccc2)c([N+](=O)[O-])c1
[42] Cc1nc(SCC(=O)N2CCCC2=O)nc(C)c1C
[43] COC(=O)Nc1ccc2c(c1)Nc1ccccc1CC2
[44] CCC(C)NC(=O)c1ccc(NC(=O)CC2SC(N3CCCC3)=NC2=O)cc1 (stereo not given)
[45] CCc1cc2cccc(C)c2nc1SCC(=O)NNC(=O)c1ccco1
[46] CC(C)(C)C(=O)NCCCc1ccccc1

Screen / compound no. | 41 | 42 | 43 | 44 | 45 | 46
HTRA1 inh | -4 | 2 | 13 | 4 | -18 | 3
mABHD4 FP | -3 | 0 | 4 | 2 | -5 | 5
SIAE primary | 8 | 7 | 5 | -6 | -3 | -3
TDP2 absorb | 7 | 6 | -5 | -2 | 2 | 2
rCAG binder | 7 | 0 | 8 | -3 | 2 | -1
MBD2 inh | 2 | -1 | 4 | -10 | -5 | -1
PRMT1 FP inh | 0 | 4 | 1 | -1 | 5 | -2
GC-B act | -2 | -6 | -4 | 0 | 3 | 2
TCR-CD3 inh | 1 | -5 | -3 | -1 | -10 | -1
LEDGF integ inh | 0 | 2 | -3 | 2 | 0 | 2

Source: PubChem (several laboratories)

An excerpt (hit frequency here may not be typical).
